Screens as filed in PubChem.
AID2073 = disruptors of CaV2.2 binding to Mint1 – biochemical, HTRF (AID 2073). HTRF protein-protein interaction, Mint1-CaV2.2; higher % means a stronger effect. inhibition, % at 20 µM, or IC50 in µM where a hit was titrated. 290,000 compounds, 0.19% hits; in the data active = inhibition mostly above about 51%, no sharp cut-off; inconclusive = no clear call, values can overlap the other calls; inactive = mostly below about 53%; note: some results filed as inactive read as strong as hits
NS5 inhibitors = flavivirus cap methylation enzyme inhibition – biochemical, confirmation dose response, primary screen (AID 588689) | 340,000 compounds, 0.3% hits | inhibition, % at 25 µM; hits with a dose series show IC50 in µM | Dengue-2 NS5 methyltransferase capping enzyme assay, biochemical; higher % means a stronger effect; in the data active = a potency from the dose series; inconclusive = inhibition above about 29% without an active follow-up result
NTR1 agonist = agonists of NTR1, primary screen, imaging, U2OS cells, beta-arrestin-GFP, high content (AID 493036) | NTR1-U2OS beta-arrestin-GFP spot imaging, agonist mode | 330,000 compounds, 0.17% hits | P30989 | activation, % at 20 µM;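 active = activation at or above 40% of the spot to cytoplasm intensity ratio, with at least 20 cells analyzed; inconclusive = wells under 20 cells, flagged as cytotoxic or low count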;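 note: 0% = DMSO without peptide and 100% = 100 nM NTR1 peptide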
Target sequence (P30989 whole entry, looked up): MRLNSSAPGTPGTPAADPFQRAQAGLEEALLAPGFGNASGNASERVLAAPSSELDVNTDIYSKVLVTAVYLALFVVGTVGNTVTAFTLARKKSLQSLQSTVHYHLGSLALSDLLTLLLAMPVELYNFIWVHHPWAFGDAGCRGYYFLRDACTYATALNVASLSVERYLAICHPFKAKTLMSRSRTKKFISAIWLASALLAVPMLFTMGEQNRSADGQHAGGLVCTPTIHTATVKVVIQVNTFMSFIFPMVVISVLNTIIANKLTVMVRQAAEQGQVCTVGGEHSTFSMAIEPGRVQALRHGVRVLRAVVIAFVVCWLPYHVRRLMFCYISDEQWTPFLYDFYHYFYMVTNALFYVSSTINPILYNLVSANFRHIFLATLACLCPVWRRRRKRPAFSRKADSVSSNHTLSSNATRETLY
MgcRacGAP inhibition = MgcRacGAP GTPase-activating activity inhibitors, confirmation, biochemical, ADP Hunter fluorescence. inhibition, % at 30 µM; hits with a dose series show IC50 in µM. AID 624330. 340,000 compounds, 0.6% hits. MgcRacGAP-stimulated Rac1 GTP hydrolysis, ADP Hunter fluorescence; higher % means a stronger effect; GST-tagged Rac1 F28L mutant substrate;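 active = first-screen hits whose inhibition reached a set limit at any dose in the follow-up dose series; inconclusive = inhibition above the set first-screen limit but never retested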;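 note: fluorescence reports GDP produced by GAP-driven GTP hydrolysis; strong numbers were not always called active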
K1F lysis inhibition = protection from phage-mediated lysis, alamar blue read-out – E. coli UTI89, K1F phage, bacterial capsule biogenesis inhibitors (AID 488966) | E. coli UTI89 K1F phage lysis, alamar blue, 2 h; higher % means a stronger effect | inhibition, % at 100 µM; hits with a dose series show IC50 in µM | 340,000 compounds, 0.02% hits;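 active = phage lysis inhibition, versus mean bacterial control, above a set limit; inconclusive = no clear call, values can overlap the other calls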;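 note: capsule biogenesis inhibitors block K1F phage lysis so surviving cells raise fluorescence; higher fluorescence means more inhibition of phage lysis; actives were called in the ten point dose series up to 300 µM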
SV40 large T antigen = SV40 large T antigen inhibitors, biochemical (AID 1903); SV40 large T antigen ATPase/helicase inhibition assay; higher % means a stronger effect; inhibition, % at 20 µM, or IC50 in µM where a hit was titrated; 310,000 compounds, 0.39% hits; in the data active = a potency from the dose series; inconclusive = inhibition mostly from about 32% at the one dose, without a potency; inactive = the rest, 99 in 100 with inhibition below about 32%; note: strong numbers were not always called active
RSV CPE inhibition = RSV antiviral activity via CPE protection, HEp-2 cells, primary 10 µM value included (AID 2391); HEp-2 cells, RSV-induced CPE inhibition; higher % means a stronger effect; one-dose CPE inhibition, % at 10 µM; IC50 in µM for titrated hits; 310,000 compounds, 0.13% hits; in the data active = a potency from the dose series; inconclusive = CPE inhibition mostly from about 23% at the one dose, without a potency; inactive = the rest, 99 in 100 with CPE inhibition below about 21%; note: strong numbers were not always called active
West Nile antiviral = West Nile virus antiviral activity, cell-based, CPE readout (AID 1621). West Nile virus-infected cells, CPE inhibition; higher % means a stronger effect. CPE inhibition, % at 10 µM, or IC50 in µM where a hit was titrated. 290,000 compounds, 0.02% hits; in the data active = a potency from the dose series; inconclusive = CPE inhibition mostly from about 3.7% at the one dose, without a potency; inactive = the rest, 99 in 100 with CPE inhibition below about 2.2%; note: strong numbers were not always called active
SIAH1 antagonists = Siah-1 peptide-binding antagonists, primary screen, biochemical, fluorescence polarization, rhodamine-plectin, uHTS (AID 1817); Siah-1 / rhodamine-plectin peptide fluorescence polarization; higher % means a stronger effect; displacement, % at 20 µM; hits with a dose series show IC50 in µM; 290,000 compounds, 0.02% hits;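 active = displacement of at least 50% at 20 µM, with a fluorescence ratio check between 0.3 and a set limit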;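 note: plate controls were Siah plus tracer with DMSO for no effect and tracer alone without Siah for full effect; strong numbers were not always called active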
NTR1 agonist cell count 20 µM = further read-out of NTR1 agonist, marked with its call; cell count; measured here: cell count, cytotoxicity flag
NS5 inhibitors pilot replicate = second read-out of NS5 inhibitors, no call of its own (marks repeat the call); inhibition, %; measured here: pilot screen replicate inhibition
* = called active by the depositor; ? = inconclusive; · = not tested or not shown; [ ] = another dose, or the depositor's remark. Compounds as they come, and some 1.6% of all compounds hit somewhere here.

SMILES	AID2073	NS5 inhibitors	NTR1 agonist	NTR1 agonist cell count 20 µM	MgcRacGAP inhibition	K1F lysis inhibition	SV40 large T antigen	RSV CPE inhibition	West Nile antiviral	SIAH1 antagonists	others
Cc1ccc(CC(=O)NCc2ccc3c(c2)OCO3)cc1	2%	-6%	-0.1	66	4%	5.2%	1%	-0.7%	0.1%	0%
COc1ccc2c(c1)[nH]c1c(=O)n(/N=C/c3ccc(OC)c(CN4CCCCC4)c3)cnc12	11%	2%	4.8	47	13%	0.1%	13%	-0.6%	1.9%	-5%
O=C1CNC(=S)N1CCCc1ccccc1	32%	-4%	-0.3	58	-2%	4.2%	5%	0.7%	0.0%	-6%
C=CCSc1nnc2c(n1)OC(c1c(C)[nH]n(-c3ccccc3)c1=O)Nc1ccccc1-2 (stereo unspecified)	0%	26%	5.3	37	10%	-0.5%	19%	2.1%	0.0%	3%
CCCCCC1CCC(C(=O)NCCN2CCOCC2)CC1 (stereo unspecified)	7%	-5%	2.7	91	·	-0.1%	3%	-1.2%	0.2%	-6%
COc1cc(C2NC(=S)NC(C)=C2C(=O)c2ccccc2)ccc1O (stereo unspecified)	-8%	-4%	-0.3	54	16%	4.4%	16%	3.4%	-0.3%	8%
COc1ccc(-c2ccnc3nc(N4CCN(c5ccccc5)CC4)nn23)cc1	13%	-7%	6.1	79	4%	-0.5%	4%	3.6%	0.6%	-3%	NS5 inhibitors pilot replicate=2.9
CCOc1ccc(CN2CCNC(=O)C2CC(=O)NCc2csc(C(C)C)n2)cc1 (stereo unspecified)	-12%	5%	0.2	55	-1%	-1.9%	·	·	0.3%	-1%
CN(C)C(=O)N1CCNCC1	-16%	-5%	0.0	30	2%	0.2%	24%	-0.4%	0.8%	2%
Cc1ccc(Oc2nc3ccccn3c(=O)c2/C=C(\C#N)C(=O)Nc2c(C)n(C)n(-c3ccccc3)c2=O)c(C)c1	26%	-19%	-0.1	56	7%	5.1%	11%	0.8%	-0.7%	1%
COCCn1cnc2c(c1=O)c1nc3ccccc3nc1n2/N=C/c1ccc(OC)c(OC)c1	7%	-3%	8.6	50	13%	0.2%	3%	?	1.4%	2%
CCc1ccc(C(C)NC(=O)COC(=O)c2ccc(-n3cnnn3)cc2)cc1 (stereo unspecified)	·	-3%	-0.6	69	9%	0.3%[50 µM]	·	·	·	·
COc1ccc(/C=C/C(=O)NCCc2nc3ccccc3[nH]2)cc1	-17%	·	1.1	41	·	·	-2%	1.6%	0.6%	-5%
COc1cc2c(=O)c(-c3ccc(O)cc3)coc2cc1OC1OC(CO)C(O)C(O)C1O (stereo unspecified)	5%	-8%	0.7	55	25%	0.3%	20%	-0.8%	0.3%	-5%
CCOc1cc(-c2noc(CCC(=O)NCC3CCCO3)n2)ccc1OC (stereo unspecified)	?	2%	-1.8	50	7%	0.1%	7%	2.8%	0.1%	0%
O=C(O)c1nn(Cc2csc(-c3ccccc3)n2)c(=O)c2ccccc12	10%	15%	3.7	63	-1%	-0.6%	4%	6.0%	-0.6%	-7%
CN1C(=O)C(C)(C)c2cc(S(=O)(=O)N3CCCC(C(=O)Nc4ccc(Cl)cc4)C3)ccc21 (stereo unspecified)	8%	-3%	4.7	51	-3%	-0.3%	·	4.8%	0.3%	1%
CCN1C(=O)C(O)(CC(=O)/C=C/C=C/c2ccccc2)c2ccccc21 (stereo unspecified)	38%	-8%	1.5	53	3%	-0.1%	3%	-0.3%	·	-2%
CCOC(=O)c1c(NC(=O)COC(=O)C2CCC2)sc(C(=O)N(C)C)c1C	·	-5%	-0.5	54	0%	0.6%[50 µM]	·	·	·	·
COC(=O)C(C)NC(=O)C1CCCN1C(=O)CNC(=O)OCc1ccccc1 (stereo unspecified)	10%	6%	0.5	102	8%	-0.2%	19%	-0.1%	-0.1%	2%
COc1cc(C)c(S(=O)(=O)N2CCN(C)CC2)cc1C	-4%	-3%	-1.1	59	8%	0.4%	-3%	0.9%	-0.4%	6%
CC(C)=CCC/C(C)=C/C=N/NC(=O)c1ccc([N+](=O)[O-])cc1	8%	4%	1.3	74	-3%	-0.4%	-2%	3.1%	0.0%	3%
CCC(C)(C)NC(=O)C(Sc1ccccc1)c1ccccc1 (stereo unspecified)	-6%	-3%	0.9	55	0%	3.4%	-1%	-2.1%	-0.5%	16%
O=C(O)Cc1c(-c2ccccc2)c2cc(Cl)ccc2[nH]c1=O	10%	-3%	-0.6	83	4%	0.4%	7%	-0.3%	-0.1%	1%
COc1cccc(NC(=O)CC2C(=O)NC3CCCCC3N2C(=O)c2ccccc2)c1 (stereo unspecified)	7%	-7%	-1.2	74	-2%	0.2%	9%	3.5%	0.8%	-4%

By substructure: the compounds so far containing an NH in an aromatic ring
SMILES	AID2073	NS5 inhibitors	NTR1 agonist	NTR1 agonist cell count 20 µM	MgcRacGAP inhibition	K1F lysis inhibition	SV40 large T antigen	RSV CPE inhibition	West Nile antiviral	SIAH1 antagonists	others
COc1ccc2c(c1)[nH]c1c(=O)n(/N=C/c3ccc(OC)c(CN4CCCCC4)c3)cnc12	11%	2%	4.8	47	13%	0.1%	13%	-0.6%	1.9%	-5%
C=CCSc1nnc2c(n1)OC(c1c(C)[nH]n(-c3ccccc3)c1=O)Nc1ccccc1-2 (stereo unspecified)	0%	26%	5.3	37	10%	-0.5%	19%	2.1%	0.0%	3%
COc1ccc(/C=C/C(=O)NCCc2nc3ccccc3[nH]2)cc1	-17%	·	1.1	41	·	·	-2%	1.6%	0.6%	-5%
O=C(O)Cc1c(-c2ccccc2)c2cc(Cl)ccc2[nH]c1=O	10%	-3%	-0.6	83	4%	0.4%	7%	-0.3%	-0.1%	1%

Back to the main list, repeating the 2 entries before the break.
SMILES	AID2073	NS5 inhibitors	NTR1 agonist	NTR1 agonist cell count 20 µM	MgcRacGAP inhibition	K1F lysis inhibition	SV40 large T antigen	RSV CPE inhibition	West Nile antiviral	SIAH1 antagonists	others
O=C(O)Cc1c(-c2ccccc2)c2cc(Cl)ccc2[nH]c1=O	10%	-3%	-0.6	83	4%	0.4%	7%	-0.3%	-0.1%	1%
COc1cccc(NC(=O)CC2C(=O)NC3CCCCC3N2C(=O)c2ccccc2)c1 (stereo unspecified)	7%	-7%	-1.2	74	-2%	0.2%	9%	3.5%	0.8%	-4%
CN(C)c1ccc(C(=S)N2CCN(c3ccccc3)CC2)cc1	-5%	-2%	-2.6	68	0%	5.6%	2%	0.2%	-0.5%	3%
CCCCNC1=NCCS1	13%	-3%	-0.6	46	-1%	0.4%	5%	0.4%	-0.5%	-6%
CCN(CC)c1ccc(/C=C2\SC(N)=NC2=O)cc1	2%	-20%	-2.6	73	12%	-0.9%	16%	1.3%	-0.4%	-8%
Nc1nc(N2CCOCC2)nc(N(c2ccccc2)c2ccccc2)n1	-10%	-7%	-1.0	87	9%	-1.9%	1%	0.4%	?	4%
O=C(CCl)N(C1CCCC1)C1CCS(=O)(=O)C1 (stereo unspecified)	12%	0%	4.1	57	8%	-0.2%	13%	-1.4%	-1.5%	2%
O=C(CN(Cc1cccs1)C(=O)CNS(=O)(=O)c1ccccc1)NC1CCCC1	4%	-3%	0.7	48	-4%	1.5%	23%	0.5%	0.1%	6%
CCOc1ccc(CNC(=O)CCCc2cn(C)c3ccccc23)cc1OC	6%	1%	-2.9	60	0%	-1.5%	10%	2.5%	·	0%
CCC(C)NC(=O)c1ccc(CS(=O)(=O)Cc2ccc(Cl)cc2)o1 (stereo unspecified)	-13%	-6%	-0.1	58	-4%	-1.4%	4%	1.1%	-1.1%	0%
COc1ccc(S(=O)(=O)Nc2ccc3c(c2)n(C)c(=O)n3C)cc1C	-3%	1%	0.9	48	6%	0.1%	7%	3.0%	0.6%	2%
COC(=O)c1cc(NC(=O)Cc2ccc(OC)cc2)cc(C(=O)OC)c1	-13%	-1%	0.8	53	13%	0.3%	5%	0.2%	-0.1%	3%
Cc1ccc(Nc2nc(NCCCN3CCOCC3)nc(N)c2[N+](=O)[O-])cc1	4%	4%	-0.3	41	-8%	-0.3%	2%	1.4%	0.5%	5%
O=S(=O)(NC1CCC(NS(=O)(=O)c2c(F)cccc2F)CC1)c1ccc2c(c1)OCCO2 (stereo unspecified)	·	-2%	-1.5	54	-1%	2.0%	·	-0.7%	·	·
CC(C)[C@H](NC(=O)OC(C)(C)C)C(=O)N/N=C/c1cccc2nccnc12	5%	0%	0.7	59	9%	3.7%	-10%	-0.8%	0.0%	-4%
CC(C)C[C@H](NC(=O)c1[nH]cnc1C(=O)N[C@@H](Cc1ccccc1)C(=O)OCc1ccccc1)C(=O)OC(C)(C)C	13%	-3%	27	52	13%	0.3%	5%	-2.5%	-1.0%	0%
CCN1CCN(CC(=O)N2N=CCC2c2ccccc2)CC1 (stereo unspecified)	-1%	-2%	-1.2	54	6%	-1.0%	0%	1.4%	0.1%	-6%
COc1ccc(CCNC(=O)C2CCCN(S(=O)(=O)c3cccc4nonc34)C2)cc1OC (stereo unspecified)	-9%	-5%	0.3	36	-2%	0.7%	10%	1.0%	-0.6%	-1%
CCCC(=O)Nc1c(-c2ccccc2)c(=O)c(C)nn1-c1ccccc1	-17%	5%	0.2	64	-2%	-1.9%	4%	0.4%	-0.4%	-2%
COCC1CCN(C(=O)c2ccc3oc(Cc4ccc(Cl)cc4)nc3c2)C1 (stereo unspecified)	0%	-1%	1.9	85	3%	-0.9%[50 µM]	11%	0.6%	-0.1%	-3%
Cc1ccc(C(=O)N(CC(=O)NC2CCCC2)c2ccc(F)cc2)s1	0%	5%	-0.8	69	2%	-0.2%	2%	0.3%	-1.0%	-2%
CN(C)c1ccc(CNn2cnnc2)cc1	-1%	-1%	-0.6	33	-1%	0.3%	8%	0.2%	-0.4%	0%
COc1ccc(/C=N/NC(=O)c2ccc(CSc3nc(C)cc(C)n3)cc2)c(OC)c1OC	1%	-4%	2.6	61	5%	4.8%	6%	4.5%	-0.3%	-2%
COc1ccc(-c2cnn(C3CCS(=O)(=O)C3)c2N)cc1 (stereo unspecified)	-3%	8%	2.4	35	15%	0.2%	5%	0.4%	0.3%	-5%
Cc1ccc2c(c1)[nH]c1c(=O)n(CCCN3CCOCC3)cnc12	15%	-8%	-1.2	55	6%	-0.4%	19%	1.8%	-0.3%	4%
